High-throughput results as filed in PubChem.
GLP-1R inv ag – qHTS of GLP-1 Receptor Inverse Agonists (Inhibition Mode). Potency, µM (titrated, usually from 38.3 µM), without a hit: at the highest dose activity change, negative = inhibition, hits mostly inhibitors. hit rate 1.6% among 410,000. Glucagon-like peptide 1 receptor (Homo sapiens), P43220. HEK293 GLP-1R CRE-luciferase, luminescence, 24 h; GLP-1R form is constitutively active; note: potency is the fitted concentration of half-maximal effect; % is set by controls: 0 for no effect and ±100 for the full control effect; nearly all actives have a fitted effect of over 55% in size
Target sequence (P43220 whole entry, looked up): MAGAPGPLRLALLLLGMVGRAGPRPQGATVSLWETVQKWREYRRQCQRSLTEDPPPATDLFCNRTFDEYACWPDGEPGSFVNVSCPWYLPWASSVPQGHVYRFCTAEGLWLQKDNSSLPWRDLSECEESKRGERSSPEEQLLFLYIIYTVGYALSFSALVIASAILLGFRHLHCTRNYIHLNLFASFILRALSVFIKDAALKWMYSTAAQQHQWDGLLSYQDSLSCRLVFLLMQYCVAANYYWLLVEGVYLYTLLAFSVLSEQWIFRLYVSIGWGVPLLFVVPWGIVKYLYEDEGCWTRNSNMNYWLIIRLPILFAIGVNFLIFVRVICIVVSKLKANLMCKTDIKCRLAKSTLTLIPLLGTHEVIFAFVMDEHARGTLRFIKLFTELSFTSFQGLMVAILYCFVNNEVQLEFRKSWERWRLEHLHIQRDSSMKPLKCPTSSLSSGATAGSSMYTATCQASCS
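Stable HEK293 clone (constitutively active GLP-1R + cAMP-response luciferase); 200 cells/uL plated, 12 h pre-culture, compound 24 hr, 37 deg C/5% CO2; detection reagent 12 min RT; luminescence.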
GLP-1R agonist – qHTS of GLP-1 Receptor Agonists. Glucagon-like peptide 1 receptor (Homo sapiens), P43220. Potency, µM (series often up to 45.6 µM), inactives show at the top dose activation, actives largely listed as activators. hit rate 0.007% among 380,000. AID 624172, 2012. HEK293 GLP-1R CRE-luciferase, luminescence, 4-6 h; cells express a hypersensitive GLP-1R form; note: potency is the fitted concentration of half-maximal effect; % of control where 0% means no effect
DRD3 antagonist – qHTS of D3 Dopamine Receptor Antagonist: qHTS; D(3) dopamine receptor (Homo sapiens), P35462; D3R cells, DiscoveRx beta-arrestin luminescence, antagonist mode; stronger effect = lower value; max response, negative = inhibition, %; hit rate 2.5% among 360,000; in the data active = max response below about -50%; inconclusive = no clear call, values can overlap the other calls; note: % is set by controls: 0 for no effect and ±100 for the full control effect; mostly tested at two doses, the higher about 12 µM
Target sequence (P35462 whole entry, looked up): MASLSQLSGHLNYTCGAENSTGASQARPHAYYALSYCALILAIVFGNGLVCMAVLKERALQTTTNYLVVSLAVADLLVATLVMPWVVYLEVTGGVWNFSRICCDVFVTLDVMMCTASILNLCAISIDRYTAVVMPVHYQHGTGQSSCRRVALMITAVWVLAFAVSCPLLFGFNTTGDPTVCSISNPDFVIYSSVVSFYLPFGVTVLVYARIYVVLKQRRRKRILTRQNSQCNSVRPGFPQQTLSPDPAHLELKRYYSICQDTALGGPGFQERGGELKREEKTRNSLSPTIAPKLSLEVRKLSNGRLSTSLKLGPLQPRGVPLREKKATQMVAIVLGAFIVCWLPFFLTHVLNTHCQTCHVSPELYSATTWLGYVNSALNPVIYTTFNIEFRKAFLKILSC
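Cells plated overnight at 1500 cells/well, then exposed to library compounds with dopamine controls for 90 minutes at 37 degrees C. DiscoveRx reagent added for 30–60 minutes at room temperature; luminescence read, quantitative HTS format.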
aSyn yeast inh – qHTS of alpha-syn Inhibitors. Yeast expressing alpha-synuclein, growth rescue, BacTiter-Glo, 24 h. Potency, µM (top dose mostly 46.1 µM), for the others: at the top dose growth rescue (activation), usual class: activators. hit rate 0.14% among 370,000; note: potency is the fitted concentration of half-maximal effect; % of control where 0% means no effect; nearly all actives have a fitted effect of over 65% in size
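Rescue of yeast growth: cells expressing toxic alpha-synuclein, induced in galactose at OD600 0.02, incubated with compound 24 h at 30 C. ATP luminescence quantified growth; inhibitors of toxicity appear as activators.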
D3 ag – qHTS of D3 Dopamine Receptor Agonist: qHTS. D(3) dopamine receptor (Homo sapiens), P35462. D3R DiscoveRx beta-arrestin cells, luminescence, 90 min. max activation, %. hit rate 0.58% among 410,000; in the data active = max activation above about 30%; note: 0% is about no effect; mostly tested at two doses, the higher about 12 µM
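Cells at 1500/well, incubated overnight, then treated with pinned compounds (dopamine as control) for 90 min at 37 degrees C. DiscoveRx reagent added for 30 - 60 minutes at room temperature; luminescence read.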
PTHR1 agonist – qHTS for PTHR1 Agonists: Primary Screen. HEK293 GP2 PTHR1 cells, GloSensor cAMP luminescence, 1 h. Potency, µM (series often up to 115 µM), for the others: at the top dose activation, hits mostly activators. hit rate 0.075% among 410,000. AID 743266, 2014; note: potency is the fitted concentration of half-maximal effect; nearly all actives have a fitted effect of over 55% in size; some results filed as inactive show a strong effect at the top dose; inactives centre near -15; many of its hits are not listed in these tables
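HEK-293-derived GP2 cells expressing PTHR1 and a GloSensor cAMP reporter, 3,000/well, plated overnight, given luciferin plus IBMX (each 0.5 mM as added) for 1 h at 37 °C, then compound for 1 h at 37 °C. Luminescence was read after 15 min at room temperature.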
GLP1R cytotox – qHTS of GLP-1 Receptor Inverse Agonists: Cytotox Screen; AID 624418, 2012; hit rate 0.13% among 410,000; HEK293 cAMP-luciferase reporter cells, luminescence, 24 h; Potency, µM (top dose mostly 38.3 µM), for inactives: at the top dose activity change, negative = inhibition, hits mostly inhibitors;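 note: loss of luciferase light is scored as toxicity; potency is the fitted concentration of half-maximal effect; % is set by controls: 0 for no effect and ±100 for the full control effect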
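MLSMR compounds, 24 hr on cells at 37 deg C/5% CO2; luminescence after luciferase reagent (12 min RT). Inhibition counted as the undesired cytotoxic outcome.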
TDP43 rescue – qHTS of TDP-43 Inhibitors. TDP-43 expressing yeast growth rescue, BacTiter-Glo, 24 h. Potency, µM (series often up to 46.1 µM), inactives show at the highest dose growth rescue (activation), most hits filed as activators. hit rate 1.8% among 410,000. AID 652104, 2013; note: potency is the fitted concentration of half-maximal effect; % of control where 0% means no effect; nearly all actives have a fitted effect of over 50% in size
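Cell-based yeast growth screen: TDP-43 expression induced in galactose, inoculum OD600=0.02 after raffinose pregrowth to mid-log. Read-out BacTiter-Glo luminescence at 24 hr, 30 deg C; inhibition of toxicity seen as signal increase.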
KB-V1 cytotox – qHTS assay for MDR1-selective chemotherapeutics: Primary screen using the drug-selected MDR subline cells KB-V1; KB-V1 MDR cells viability, CellTiter-Glo, 72 h; Potency, µM (series often up to 46.1 µM), without a hit: top-dose activity change, negative = cytotoxicity, hits mostly cytotoxic; hit rate 3.4% among 400,000; AID 1347076, 2019; note: potency is the fitted concentration of half-maximal effect; % is set by controls: 0 for no effect and ±100 for the full control effect; nearly all actives have a fitted effect of over 60% in size
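Following 72 h at 37 degrees C with compound, KB-V1 cell viability was read by CellTiter-Glo luminescence, medium being phenol-red-free DMEM plus 10% FBS; concentration-response parameters came from normalized, curve-fitted qHTS data.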
An asterisk follows results filed as active; i = inactive; u = inconclusive; x = not tested or not shown; [ ] = remark or other dose. Unless noted, calls come from the whole dose curve; as a rule, active = well fitted curve in the direction sought with a large enough effect; inconclusive = small, poorly fitted or top-dose-only effect, or another doubt; inactive = no such curve, though single readings can be large; an effect the other way counts as inactive or inconclusive.

compound,GLP-1R inv ag,GLP-1R agonist,DRD3 antagonist,aSyn yeast inh,D3 ag,PTHR1 agonist,GLP1R cytotox,TDP43 rescue,KB-V1 cytotox
COCCCNC(=O)/C(C#N)=C/c1c(N2CCN(C)CC2)nc2c(C)cccn2c1=O,25.6%,14.5%,3.2,-0.9%,4.7,-5.4%,21.0%,-12.5%,11.0%
COc1cc(OC)c(NC(=O)Nc2ccccc2OCc2cc(=O)n3cc(C)ccc3n2)cc1Cl,6.9%,x,x,x,6.3,-50.3%[inhibitor],-1.7%,6.4%,6.5%
Cc1nn(-c2ccccc2)c(C)c1NC(=O)COC(=O)c1ccccc1OC(F)F,-5.1%,-5.0%,4.5,0.7%,0.3,-5.4%,-23.1%,2.9%,17.6%
CC(C(=O)Nc1cccc(C#N)c1)N(C)CCOc1ccccc1 (stereo not given),-27.2%,20.8%,u,2.0%,-12.4,-4.8%,-2.9%,-4.1%,-24.0%
CC(=O)N/C(=C\c1ccc(F)cc1)C(=O)OC(C)C,-13.5%,-0.4%,2.8,-2.2%,-0.4,1.5%,5.5%,8.3%,-0.6%
CCOc1ccccc1C1c2[nH]c3ccccc3c2C[C@H]2C(=O)N(C3CCN(Cc4ccccc4)CC3)CC(=O)N12 (stereo not given in full),u,8.1%,-104.8*,-0.3%,-37.8,-11.2%,-4.4%,-9.0%,-2.8%
CN(C(=O)COn1nnc2ccc(Cl)cc21)C1CCS(=O)(=O)C1 (stereo not given),12.1%,7.4%,-13.7,-7.9%,-0.8,9.9%,0.6%,0.3%,4.6%
CN1C[C@@H]2[C@@H]3C(=O)N(Cc4ccccc4)C(=O)[C@@H]3[C@](Cc3ccccc3)(C1=O)N2C(=O)c1ccc(Br)cc1,-27.1%,3.2%,24.9,-3.9%,15.8,i,4.0%,-1.4%,u
Cc1nc2c(C(=O)O)cnn2c(C)c1Cc1ccccc1,-1.2%,x,x,x,-2.8,-1.5%,-6.5%,13.0%,0.3%
O=C(Cc1cccc(C(F)(F)F)c1)NCC(=O)Nc1cc(Cl)ccc1Cl,u,0.2%,1.2,-0.3%,-5.0,-24.1%,5.4%,0.0%,u
CCOC(=O)c1ccc(S(=O)(=O)Nc2cc(S(=O)(=O)N3CCOCC3)ccc2O)cc1,-27.5%,-9.1%,-3.8,-5.0%[1.84 µM],1.7,-15.5%,4.1%,-4.8%,0.0%
S=C(Nc1ccc(Br)cc1)N1CCN(C2CCCCC2)CC1,u,-6.1%,-26.6,-4.3%,-17.6,i,u,-13.5%,8.4%
Cc1cccc2cc(/C=N/NC(=O)c3ccccc3O)c(Cl)nc12,6.0%,15.6%,75.5,-20.5%,11.0,-31.3%[inhibitor],-9.9%,-10.9%,u
COc1ccc2cc([C@H](C)C(=O)N(C)Cc3ccccc3N3CCCC3)ccc2c1,u,21.2%,-17.7,u,-5.6,-15.7%,3.1%,7.8%,u
CN(c1ccccc1C(=O)Nc1ccc(F)c(Cl)c1)S(C)(=O)=O,-13.8%,8.3%,-6.0,0.0%,20.2,i,1.1%,-11.2%,-21.6%
COc1ccc(C2CC(c3c(O)n(C4CCCCC4)c(=O)[nH]c3=O)=Nc3ccccc3S2)cc1 (stereo not given),-1.6%,x,x,x,4.8,i,-0.2%,21.2%,3.1%
CCc1nn(CC(=O)NCC(C)c2ccccc2)c(=O)c2cc3c(OC)cccc3n12 (stereo not given),-3.4%,x,x,x,-7.9,-20.2%,-4.1%,-0.5%,-14.0%
COc1ccc(Nc2c3c(nc4ccccc24)CCCC3)cc1OC,-20.2%,0.7%,-22.9,-1.9%,-14.9,i,-3.5%,-4.4%,u
COc1ccc(/C=C/C(=O)OCC(=O)N2CCCCCC2)cc1OC,13.0%,10.8%,2.6,7.1%,1.1,-7.4%,0.0%,-2.6%,-11.2%
COc1ccc(CCNCc2ccc(OCC(=O)N3CCCCC3)c(OC)c2)cc1OC,-0.6%,8.2%,-9.2,0.4%,-7.2,i,-13.7%,-14.1%,-2.0%
Cc1ccc(NC(=O)CCc2nc3ccccc3c(=O)[nH]2)cc1S(=O)(=O)N1CCOCC1,46.2%[activator],6.1%,0.0,0.5%,10.1,i,2.2%,-3.9%,-3.4%
COc1ccccc1C(=O)NCCC(=O)NCCc1ccccc1,10.8%,4.7%,13.8,2.6%,-0.2,-19.6%,-0.2%,8.6%,u
O=C(Nc1c(C(=O)N2CCCCC2)cnn1-c1ccccc1)c1ccco1,-20.0%,0.7%,6.9,-1.5%,5.5,-31.2%[inhibitor][57.5 µM],-8.6%,-3.0%,-22.5%
CCN(CC)CCNC(=O)c1cc([N+](=O)[O-])c(N(C)C)cc1OC,8.7%,-0.7%,-92.7*,-0.7%,-22.4,i,-7.2%,-20.9%,-2.3%
COc1ccccc1Cc1c(-c2cccc(Cl)c2)nc2ccc(C)cn12,u,5.9%,7.5,-21.8%,1.9,-89.3%[inhibitor],-3.0%,0.0%,u
Cc1c(Cl)cccc1NC(=O)CCN1C(=O)c2ccccc2Sc2ncccc21,-28.8%,x,x,x,-15.4,u,-6.7%,-10.2%,x
Cc1c(CC(=O)N2CCCCC2)c(=O)oc2cc(O)ccc12,-8.7%,x,x,x,-2.6,i,44.5%,18.2%,15.8%
C=CCOC(=O)C1=C(C)OC(N)=C(C#N)C1c1c(C)nn(-c2ccccc2)c1Cl (stereo not given),-0.8%,3.8%,-9.8,11.9%,-6.4,i,7.9%,2.2%,-0.7%
COc1ccc(CNc2ncnc3c2cnn3-c2ccc(C)c(C)c2)cc1,5.1%,x,x,x,2.4,i,-1.8%,26.0%,0.0%
COc1cccc(NC(=O)N2CCCC2C(=O)NC2CC2)c1 (stereo not given),1.3%,-5.8%,7.7,-2.3%,6.3,i,0.3%,0.0%,1.6%

Entries of single compounds, looked up by structure.
Cc1nc2c(C(=O)O)cnn2c(C)c1Cc1ccccc1 as listed: GLP-1R inv ag = -1.2%; GLP-1R agonist = x; DRD3 antagonist = x; aSyn yeast inh = x; D3 ag = -2.8; PTHR1 agonist = -1.5%; GLP1R cytotox = -6.5%; TDP43 rescue = 13.0%; KB-V1 cytotox = 0.3%
CN(c1ccccc1C(=O)Nc1ccc(F)c(Cl)c1)S(C)(=O)=O as listed: GLP-1R inv ag = -13.8%; GLP-1R agonist = 8.3%; DRD3 antagonist = -6.0; aSyn yeast inh = 0.0%; D3 ag = 20.2; PTHR1 agonist = i; GLP1R cytotox = 1.1%; TDP43 rescue = -11.2%; KB-V1 cytotox = -21.6%

Additional records.
compound,GLP-1R inv ag,GLP-1R agonist,DRD3 antagonist,aSyn yeast inh,D3 ag,PTHR1 agonist,GLP1R cytotox,TDP43 rescue,KB-V1 cytotox
c1ccc(CSc2ncnc3c2cnn3-c2ccccc2)cc1,24.8%,-0.9%,5.3,2.1%,0.2,i,-1.6%,4.2%,8.3%
CN(Cc1cn(C)nc1-c1ccc(Oc2ccccc2)cc1)Cc1cnc2ccccn12,u,9.7%,3.1,-2.4%,-0.1,-91.6%[inhibitor],-23.9%,-7.9%,-0.4%
CC(C)(C)C(c1nc2ccccc2[nH]1)n1c(-c2cccc(S(C)(=O)=O)c2)nc2ccccc21 (stereo not given),u,x,-1.2,3.1%,-9.1,-75.4%[inhibitor],1.4%,8.2%,-17.9%
CCOc1cc(/C=N/Nc2ncnc(Cl)c2N)ccc1O,26.7%,8.7%,-6.8,-12.2%,-7.7,i,-8.8%,4.2%,u
COc1cc(/C=N/NC(=O)c2ccc(Cn3cc([N+](=O)[O-])cn3)o2)cc(Br)c1O,4.9%,7.9%,-20.2,-9.2%,-9.8,-2.1%,2.9%,4.5%,2.3%
CCOC(=O)c1cccc(NC(=O)CCc2nc3cccnc3n2-c2ccccc2)c1,11.6%,x,x,x,-6.4,-29.3%,-0.1%,14.9%,u
CC1=C(n2nnc([N+](=O)[O-])n2)C(c2cccnc2)C(C#N)=C(N)O1 (stereo not given),1.9%,0.9%,9.0,6.6%,14.6,i,-4.3%,0.0%,-12.8%
COc1ccc(C2c3ccc(O)cc3Oc3ncn(Cc4ccco4)c(=N)c32)cc1 (stereo not given),3.4%,-5.7%,-13.4,-4.2%,-5.6,i,13.1%,-9.0%,-25.0%
COc1ccc(C)cc1S(=O)(=O)N1CCN(c2cccc(Cl)c2)CC1,-25.7%,0.6%,x,x,-11.0,-16.6%,3.6%,12.6%,1.1%
CCC(=O)N1CCc2cc(S(=O)(=O)N3CCCCCC3)ccc21,37.2%[activator],0.0%,-2.7,-5.3%,-4.8,-39.0%[inhibitor],-13.0%,5.7%,-3.4%
CCCCCCn1c(=O)[nH]c2c(c1=O)CCC2,0.6%,23.6%,45.5,u,5.8,-1.7%,2.6%,-2.8%,8.0%
COc1cccc(-c2csc(N3CCN(C(=S)NCC(C)C)CC3)n2)c1,u,-2.2%,-6.2,-15.7%,-1.6,-18.9%,2.6%,x,-17.5%
c1ccc(Nc2c(-c3c[nH]c4ccccc34)nc3ccccn23)cc1,u,x,x,x,1.7,-32.5%[inhibitor],-10.3%,9.4%,-5.8%

Some of the compounds tested (hit frequency here may not be typical).
